Screening data: PubChem, National Center for Advancing Translational Sciences (NCATS)
RORg inh = qHTS for inhibitors of ROR gamma transcriptional activity; 310,000 compounds, 5.4% hits; Drosophila S2 Gal4-RORgamma UAS-luciferase reporter, 20 h; Nuclear receptor ROR-gamma (Mus musculus), P51450; AID 2551, 2010; Potency, µM (series often up to 53.6 µM), inactives show at the top dose activity change, negative = inhibition, hits mostly inhibitors; further: potency means the concentration at half of the fitted maximal effect; on the % scale 0 is the no-effect control and ±100 the full control effect; nearly all actives have a fitted effect of over 60% in size
Target sequence (P51450 whole entry, looked up, the tested form may be a part): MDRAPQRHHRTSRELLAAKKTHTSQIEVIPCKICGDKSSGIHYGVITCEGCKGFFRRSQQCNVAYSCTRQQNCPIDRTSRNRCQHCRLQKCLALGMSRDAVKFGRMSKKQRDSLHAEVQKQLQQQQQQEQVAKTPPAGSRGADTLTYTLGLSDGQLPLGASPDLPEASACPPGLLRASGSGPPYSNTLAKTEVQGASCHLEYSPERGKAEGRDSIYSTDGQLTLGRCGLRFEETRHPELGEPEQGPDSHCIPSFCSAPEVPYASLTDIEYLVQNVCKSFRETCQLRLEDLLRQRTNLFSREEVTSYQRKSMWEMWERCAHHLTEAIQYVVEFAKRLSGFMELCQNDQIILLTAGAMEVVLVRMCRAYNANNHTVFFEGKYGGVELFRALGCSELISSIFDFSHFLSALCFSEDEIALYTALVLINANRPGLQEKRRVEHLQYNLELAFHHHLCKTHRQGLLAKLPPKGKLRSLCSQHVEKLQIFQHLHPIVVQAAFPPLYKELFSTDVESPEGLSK
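Using a luciferase readout, inhibitors were identified by reduced reporter activity in Drosophila cells coexpressing a copper-inducible Gal4–ROR gamma fusion and UAS-driven Photinus luciferase, incubated 20 hr after 700 uM copper sulfate.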
Gal4-VP16 FLuc = VP16 counterscreen qHTS for inhibitors of ROR gamma transcriptional activity | Drosophila S2 Gal4-VP16 UAS-luciferase, luminescence, 20 h | Potency, µM (top dose mostly 53.6 µM), inactives show at the top dose activity, negative = inhibition, actives largely listed as inhibitors | 310,000 compounds, 3.5% hits | AID 2546, 2010;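 further: Gal4-VP16 expression switched on by copper sulfate through the metallothionein promoter; potency means the concentration at half of the fitted maximal effect; on the % scale 0 is the no-effect control and ±100 the full control effect; nearly all actives have a fitted effect of over 50% in size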
Tb PFK inh = qHTS Assay to Find Inhibitors of T. brucei phosphofructokinase; 330,000 compounds, 0.17% hits; T. brucei PFK, ADP-Glo luminescence; Potency, µM (top dose mostly 57.5 µM), inactives show top-dose activity, negative = inhibition, hits mostly inhibitors; AID 485367, 2010; ATP-dependent 6-phosphofructokinase (Trypanosoma brucei brucei), O15648;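 further: potency means the concentration at half of the fitted maximal effect; 0% = uninhibited 1x PFK enzyme wells and -100% = no-enzyme wells; nearly all actives have a fitted effect of over 60% in size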
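PFK 1.25 nM, F6P 0.5 mM, ATP 0.1 mM, 0.1 M TEA pH 8.0, 5 mM MgCl2, 0.01% Tween20, 0.1% BSA; 45 min RT. ADP-Glo readout. qHTS titration up to 57 uM; curves fitted, compounds curve-classed.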
p53 reactivation = qHTS assay for re-activators of p53 using a Luc reporter | H1299 p53-A138V BP100-luciferase reporter, luminescence, 24 h | AID 504706, 2011 | 320,000 compounds, 0.063% hits | Potency, µM (top dose mostly 92.2 µM), inactives show top-dose activity change, positive = activation, most hits filed as activators; further: potency means the concentration at half of the fitted maximal effect; % of control where 0% means no effect; nearly all actives have a fitted effect of over 45% in size
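p53-null H1299 cells stably carrying temperature-sensitive p53-A138V and a BP100-luciferase reporter were pinned with compounds (4-point, 1:5 series) and held 24 hrs at 37 deg C. Luminescence was read 10 min after detection reagent.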
TRPV1 ag = HTS Assay for Compounds that Act as Agonists of the Vanilloid Receptor 1. TRPV1-expressing cells, Fluo-8 calcium influx, agonist mode. activation, % at 8.33 µM. 320,000 compounds, 0.19% hits; in the data active means activation above about 80%; inconclusive means between about 30% and that limit; further: 0% is about no effect
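Fluo-8 calcium influx in TRPV1-expressing cells, kinetic read (ex 480/em 520 nm). Compound added and read 3 min for agonist activity, followed by capsaicin at EC20 final and 2 min further read for enhancement.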
NPC1 promoter act = qHTS Assay for NPC1 Promoter Activators. Potency, µM (doses to about 9.22 µM), without a hit: at the top dose activation, usual class: activators. 320,000 compounds, 2.4% hits. Huh7 NPC1 promoter luciferase reporter, 24 h. AID 485313, 2010;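 further: potency means the concentration at half of the fitted maximal effect; % of control where 0% means no effect; nearly all actives have a fitted effect of over 60% in size; reporter is driven by a mutant NPC1 promoter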
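NPC1 promoter–luciferase Huh7 cells; 24 h compound; luminescence.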
Rab9 prom act = qHTS Assay for Rab9 Promoter Activators | 320,000 compounds, 2.8% hits | Potency, µM (doses to about 9.22 µM), for the others: at the highest dose activation, negative = inhibition, most hits filed as activators | Huh7 Rab9 promoter-luciferase reporter, luminescence, 24 h; further: potency means the concentration at half of the fitted maximal effect; % of control where 0% means no effect; nearly all actives have a fitted effect of over 60% in size
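Rab9 promoter-driven luciferase in stably transfected Huh7 cells; 1500 cells/well rested 2 h, exposed to compound in DMSO for 24 h at 37 °C, 5% CO2. Luminescence read 10 min after adding luciferase reagent at ambient temperature.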
BRCA1 expr up = qHTS Assay to Identify Small Molecule Activators of BRCA1 Expression; 380,000 compounds, 1.1% hits; Potency, µM (series often up to 46.1 µM), for inactives: at the highest dose activation, hits mostly activators; MCF7-BRCA1-FFLuc reporter, luminescence, 48 h; response scale: scaled: vehicle 0%, 10 µM genistein 100%; further: potency means the concentration at half of the fitted maximal effect; nearly all actives have a fitted effect of over 80% in size; some results filed as inactive show a strong effect at the top dose
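Luminescence from a BRCA1-driven firefly luciferase in MCF7 cells was the read-out, taken 15 min after substrate addition following 48 h compound exposure at 37 °C. Data were normalized to a 10 microM genistein control and DMSO vehicle.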
FLuc counter = qHTS profiling assay for firefly luciferase inhibitor/activator using purifed enzyme and Km concentrations of substrates (counterscreen for miR-21 project). purified FLuc, Km substrates, luminescence inhibition. Potency, µM (series often up to 57.5 µM), without a hit: at the top dose activity change, negative = inhibition, actives largely listed as inhibitors. 360,000 compounds, 6.9% hits. AID 588342, 2011;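 further: potency means the concentration at half of the fitted maximal effect; plate controls were vehicle for no effect and reference inhibitor for full effect; nearly all actives have a fitted effect of over 55% in size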
Target sequence (P08659 whole entry, looked up): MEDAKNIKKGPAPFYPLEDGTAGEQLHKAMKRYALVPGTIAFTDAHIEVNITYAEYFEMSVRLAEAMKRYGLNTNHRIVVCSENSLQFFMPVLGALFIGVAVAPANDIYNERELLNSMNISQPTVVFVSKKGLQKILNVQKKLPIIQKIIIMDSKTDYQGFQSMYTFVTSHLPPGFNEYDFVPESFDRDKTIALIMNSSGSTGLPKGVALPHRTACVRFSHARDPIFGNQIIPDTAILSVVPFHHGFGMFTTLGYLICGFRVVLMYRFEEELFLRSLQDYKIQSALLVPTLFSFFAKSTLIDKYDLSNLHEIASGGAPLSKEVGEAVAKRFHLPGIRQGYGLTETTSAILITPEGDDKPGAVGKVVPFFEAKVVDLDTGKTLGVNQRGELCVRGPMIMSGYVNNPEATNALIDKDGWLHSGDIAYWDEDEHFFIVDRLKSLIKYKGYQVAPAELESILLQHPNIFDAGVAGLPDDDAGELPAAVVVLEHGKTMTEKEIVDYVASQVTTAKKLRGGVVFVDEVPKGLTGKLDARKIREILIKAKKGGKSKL
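Purified P. pyralis luciferase, 10 nM final, with Km-level 10 uM D-luciferin and 10 uM ATP in 50 mM Tris acetate pH 7.5, 10 mM Mg acetate, 0.01% Tween-20, 0.05% BSA; 6-point qHTS titration about 60 µM downward; luminescence read.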
ELG1 genotoxic = qHTS screen for small molecules that induce genotoxicity in human embryonic kidney (HEK293T) cells expressing luciferase-tagged ELG1; HEK293T ELG1-luciferase reporter, luminescence, 16 h; Potency, µM (doses to about 46 µM), for the others: at the top dose activity change, positive = activation, most hits filed as activators; 330,000 compounds, 1.3% hits; further: potency means the concentration at half of the fitted maximal effect; % of control where 0% means no effect; nearly all actives have a fitted effect of over 60% in size
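Genotoxic stress is detected as increased luminescence from luciferase-tagged ELG1 in HEK293T cells, measured with ONE-Glo after a 16 hr treatment at 37 °C.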
ELG1 repair inh = qHTS screen for small molecules that inhibit ELG1-dependent DNA repair in human embryonic kidney (HEK293T) cells expressing luciferase-tagged ELG1; HEK293T ELG1-luciferase reporter, luminescence, 16 h; DNA damage induced by 5-fluorouridine; Potency, µM (titrated, usually from 46.1 µM), without a hit: at the top dose activity change, negative = inhibition, usual class: inhibitors; 330,000 compounds, 2.3% hits; further: potency means the concentration at half of the fitted maximal effect; on the % scale 0 is the no-effect control and ±100 the full control effect; nearly all actives have a fitted effect of over 55% in size
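Cells (2,000 per well) received 5-fluorouridine plus test compound or DMSO and were incubated 16 hr at 37 °C, 5% CO2. Luciferase activity was read by luminescence 30 min after ONE-Glo addition; signal suppression marked inhibition of damage-induced ELG1 function.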
Active calls of the source: *; u = inconclusive; x = no result given; & = joins results of further samples; [ ] = another dose, or the depositor's remark. Unless noted, the call rests on the fitted dose curve; in most records, active means well fitted curve in the direction sought with a large enough effect; inconclusive means small, poorly fitted or top-dose-only effect, or another doubt; inactive means no such curve, though single readings can be large; an effect the other way counts as inactive or inconclusive.

Values run as follows: Rab9 prom act	ELG1 repair inh	TRPV1 ag	NPC1 promoter act	p53 reactivation	FLuc counter	Tb PFK inh	Gal4-VP16 FLuc	RORg inh	ELG1 genotoxic	BRCA1 expr up
1. CC1=C(C(=O)O)N2C(=O)C(NC(=O)c3ccn(C)n3)C2SC1 (stereo not given)
→ -4%	3%	6	-3%	-3%	-3%	6%	-4%	-4%	2%	10%
2. CCOC(=O)C(NC(=O)c1ccccc1OCC)(Nc1ncccn1)C(F)(F)F (stereo not given)
→ -5%	0%	-2	-1%	-4%	1%	4%	2%	30%	-10%	-17%
3. Cc1[nH]c(=O)[nH]c(=O)c1CSCC(=O)OCC(=O)c1ccc(Br)cc1
→ -2%	-17%	2	-1%	-2%	4%	-4%	3%	1%	8%	-2%
4. COC(=O)COc1ccc(C(c2c(C)[nH][nH]c2=O)c2c(C)[nH][nH]c2=O)cc1
→ -4%	-6%	0	-2%	-1%	-4%	-20%	-11%	-10%	-3%	-10%
5. CN(C)C(=O)CCc1ccc2c3c([nH]c2c1)[C@]1(C)[C@@H](C(=O)N2CCCCC2)C[C@H](CC(=O)NCc2cccc(C(F)(F)F)c2)C(=O)N1CC3
→ x	u	x	x	-6%	x	-5%	x	x	3%	-25%
6. CCN(CC)c1ccc(C(=O)NC(=S)Nc2cc(S(=O)(=O)N3CCOCC3)ccc2-n2cncn2)cc1
→ -8%	0%	-6	-4%	-9%	1%	-1%	1%	-8%	13%	1%
7. C(=N\Nc1nc2ccccc2[nH]1)/c1cccs1
→ 4µM*	u	-1	3.2µM*	u	3.8µM*	3%	4.5µM*	3.2µM*	u	10µM*
8. CCOC(=O)c1c(NC(=O)CSc2nnc3c(Cl)cc(Cl)cn23)sc2c1CCC2
→ 5%	u	-1	2%	-24%	0%	-28%	-10%	u	-5%	-12%
9. CC1(C)CC(=O)c2cc(OCC(=O)N3CCOCC3)ccc2O1
→ -7%	2%	21	-4%	2%	-2%	-2%	4%	0%	1%	-1%
10. COc1cccc(CNCc2ccc(SC)cc2)c1OC
→ -4%	6%	-6	2%	3%	-4%	-10%	0%	-7%	-2%	-2%
11. Cc1ccc(Cn2nc(C)c(NC(=O)c3nn(C)cc3Cl)c2C)cc1
→ -2%	-16%	1	-5%	-1%	-6%	2%	17%	u	-3%	7%
12. CCCCN(CC(O)COc1cccc(C)c1)CC(O)COc1cccc(C)c1 (stereo not given)
→ -5%	-27%	8	17%	7%	2%	0%	u	u	-5%	-62%
13. O=S(=O)(c1ccccc1)N1CCN(Cc2ccccc2C(F)(F)F)CC1
→ -5%	3%	0	1%	7%	5%	-1%	10%	u	-5%	8%
14. CCCCS(=O)(=O)NC1=NCN(CC)CN1
→ 2%	-23%	-2	2%	-3%	2%	-1%	3%	-9%	0%	15%
15. CCSc1nnc(NC(=O)NCC(F)(F)F)s1
→ 1%	u	-4	5%	21%	-5%	-2%	16%	28%	6%	31%
16. COc1ccccc1C(=O)Nc1ccc(OC(C)C(=O)N2CCOCC2)cc1 (stereo not given)
→ 0%	4%	-2	0%	2%	-1%	-3%	x	x	4%	11%
17. COc1cccc(-c2csc(N3CCN(C(=O)Nc4ccc(Cl)cc4)CC3)n2)c1
→ 0%	u	u	-1%	1%	u	1%	1%	7%	-12%	-20%
18. CC(=O)Nc1ccc(S(=O)(=O)N/N=C/c2ccc(C)o2)cc1
→ 2%	6%	1	0%	-5%	-2%	-4%	0%	u	6%	1%
19. Cc1ccc(NC(=O)Nc2ccc(Cl)cn2)cc1
→ 4µM*	u	1	13%	9%	u	-6%	1%	21%	u	4.5µM*
20. CCn1c(=O)cc(OCC(=O)NCCc2cccc(C)c2)c2ccccc21
→ -5%	u	-5	-2%	1%	2%	-8%	4%[10 µM]	-42%	u	-56%
21. CN1CCN(S(=O)(=O)c2ccc(C(=O)Nc3ccccc3)cc2)CC1
→ 21%	u	-1	17%	2%	-10%	-1%	4%	31%	u	7%
22. CCOCCCNC(=O)c1oc2ccc3c(c2c1C)C(O)CC(C)(C)O3 (stereo not given)
→ 3%	1%	6	11%	2%	0%	2%	13%	2%	-1%	11%
23. COc1ccccc1N=Nc1[nH]c2ccc(C)cc2c1O
→ 6%	u	6	0%	u	-19%	11%	4%	32%	15%	-13%
24. Cc1nnc(SCC(=O)Nc2ccc(-c3nc4ccccc4s3)cc2)s1
→ 0.35µM*	u	2	0.79µM*	x	0.27µM*	0%	u	11%[10 µM]	2.1µM*	8%
25. O=C(c1ccc2c(c1)OCO2)C1CCCN(Cc2cn[nH]c2-c2ccccc2)C1 (stereo not given)
→ 2%	-13%	-1	-9%	-6%	0%	4%	9%	-5%	-3%	-1%
26. CCOc1ccc(CSCCNC(=S)Nc2ccccc2)cc1
→ 0%	u	u	6%	2%	-3%	1%	4.5µM*	6.3µM*	-9%	-23%
27. CCOC(=O)N1CCN(Cc2cc(=O)oc3cc4c(cc23)CCC4)CC1
→ 4%	-4%	-6	4%	-20%	-8%	-2%	-8%	-4%	1%	-12%
28. Cc1ccc(S(=O)(=O)CCC(=O)N2CCN(c3ccccc3F)CC2)cc1
→ -1%	2%	17	2%	6%	-3%	-3%	-5%	0%	0%	-16%
29. Cc1ccc(-c2nnn(CC(=O)N(CC3CCCO3)C(C(=O)NCC3CCCO3)c3ccc(F)cc3)n2)o1 (stereo not given)
→ 2%	-7%	-5	-9%	7%	8%	1%	-8%	1%	1%	-37%
30. CCC(CC)C(=O)c1c[nH]c(C(=O)NN)c1
→ -6%	-24%	-1	1%	-4%	1%	0%	4%	-10%	1%	-51%
31. Cc1csc(NC(=O)c2cc(C)on2)n1
→ 2.2µM*	u	0	2.2µM*	u	11µM*	-3%	x	x	u	92%
32. Cc1cccc(C(=O)NC(=S)N2CCN(c3ccc([N+](=O)[O-])cc3)CC2)c1
→ -6%	-15%	-3	-1%	2%	-10%	0%	1µM*	0.45µM*	-2%	16%
33. NC(=O)CSCc1cccc(Br)c1
→ 2%	14%	2	-4%	17%	2%	u	4%	-39%	1%	9%
34. CCOC(=O)C(C)On1c(-c2ccc(Cl)cc2)nc2ccc([N+](=O)[O-])cc21 (stereo not given)
→ 18%	u	5	29%	u	15µM*	0%	11%	u	12%	u
35. CCOC(=O)C1(CCOc2ccccc2)CCN(Cc2cccc(OC)c2O)CC1
→ -8%	u	21	8%	7%	-4%	1%	-15%	-10%	-7%	0%
36. Cc1cc(Oc2cnn(C(C)(C)C)c(=O)c2Cl)cc(C(C)C)c1
→ -1%	-2%	1	-2%	12%	5%	4%	u	u	-8%	5%[1.84 µM]
37. O=C(O)c1ccccc1OCC1CCCO1 (stereo not given)
→ -4%	u	2	-1%	-2%	1%	-16%	5%	-6%	1%	-5%
38. COc1ccc(N2Cc3cccc(C(=O)O)c3C2=O)cc1
→ 4%	u	1&2	-3%	12%	3%	u	11%	u	14%&7%	-13%&12%
39. COC(=O)[C@@]1(Cc2ccccc2)[C@H]2C(=O)N(C)C(=O)[C@H]2[C@H]2CN=C(SC)N21
→ x	17%	x	x	2%	x	2%	x	x	2%	12%
40. O=[N+]([O-])c1cccc(-c2ccc(/C=N/n3c(-c4ccccc4)n[nH]c3=S)o2)c1
→ -4%	u	-4	4%	3%	4%	1%	10µM*	-27%	15%	-43%
41. CCOc1ccccc1NC(=O)COc1cccnc1[N+](=O)[O-]
→ x	-12%	x	x	1%	x	0%	x	x	0%	-14%
42. O=C(Nc1nnc(COc2ccc(Cl)cc2)s1)c1ccco1
→ -4%	7%	4	-1%	1%	u	u	-4%	-12%	0%	5%
43. Cc1cc(-c2cn3ccccc3n2)c(C)n1-c1ccccc1
→ 1.1µM*	u	-1	1.6µM*	23%	0.76µM*	-6%	-16%	0%	15%	u
44. Cc1ccc2nc(Nc3nc(-c4ccccc4)cc(=O)[nH]3)nc(C)c2c1
→ -4%	-5%	2	-2%	-6%	-11%	7%	13µM*	u	u	-33%
